# OX1R antag-1 = blocks the human orexin 1 receptor; O43613; CHO/OX1R cells, Fluo-8 calcium fluorescence, orexin A; inhibition, % at 5 µM; 330,000 tested, 0.43% active; AID 434989;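 active = inhibition above its plate's threshold, mean inhibition of all tested compounds on the plate plus 3 SD, cut at about 37% in these data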;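 also: 0% = orexin A challenge wells and 100% = SB-334867-A antagonist wells; not every result past the cut was called active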
# Target sequence (O43613 whole entry, looked up): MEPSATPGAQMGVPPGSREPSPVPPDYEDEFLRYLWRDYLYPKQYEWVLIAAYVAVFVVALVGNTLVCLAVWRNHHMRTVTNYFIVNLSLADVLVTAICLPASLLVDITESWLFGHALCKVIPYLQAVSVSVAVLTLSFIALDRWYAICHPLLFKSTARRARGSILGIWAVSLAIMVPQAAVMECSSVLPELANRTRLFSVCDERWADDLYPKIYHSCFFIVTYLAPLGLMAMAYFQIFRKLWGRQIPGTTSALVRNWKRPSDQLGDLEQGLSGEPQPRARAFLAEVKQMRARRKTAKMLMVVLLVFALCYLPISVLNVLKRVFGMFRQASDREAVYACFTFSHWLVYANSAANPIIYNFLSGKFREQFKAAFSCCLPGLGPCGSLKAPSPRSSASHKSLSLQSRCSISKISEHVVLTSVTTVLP
# OX1R antag-2 = antagonists of human orexin 1 receptor (OX1R); 330,000 tested, 1.8% active; inhibition, % at 6.6 µM; OX1R-expressing cells, FRET antagonist read-out; O43613; AID 485270; in the data active = inhibition mostly above about 38%, no sharp cut-off; inactive = mostly below about 40%;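 also: 0% = agonist challenge alone and 100% = reference antagonist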
# CHT allo act = allosteric activators of human choline transporter CHT; Q9GZV3; CHT-expressing cells, membrane potential dye, choline EC20; active compounds read high; LV-AA mutant CHT in HEK293 cells; B-score at 10 µM; 310,000 tested, 0.49% active; AID 488977;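 active = initial fluorescence not abnormally high and integrated response B-score, plate-corrected, over 3 SD above library mean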
# Target sequence (Q9GZV3 whole entry, looked up): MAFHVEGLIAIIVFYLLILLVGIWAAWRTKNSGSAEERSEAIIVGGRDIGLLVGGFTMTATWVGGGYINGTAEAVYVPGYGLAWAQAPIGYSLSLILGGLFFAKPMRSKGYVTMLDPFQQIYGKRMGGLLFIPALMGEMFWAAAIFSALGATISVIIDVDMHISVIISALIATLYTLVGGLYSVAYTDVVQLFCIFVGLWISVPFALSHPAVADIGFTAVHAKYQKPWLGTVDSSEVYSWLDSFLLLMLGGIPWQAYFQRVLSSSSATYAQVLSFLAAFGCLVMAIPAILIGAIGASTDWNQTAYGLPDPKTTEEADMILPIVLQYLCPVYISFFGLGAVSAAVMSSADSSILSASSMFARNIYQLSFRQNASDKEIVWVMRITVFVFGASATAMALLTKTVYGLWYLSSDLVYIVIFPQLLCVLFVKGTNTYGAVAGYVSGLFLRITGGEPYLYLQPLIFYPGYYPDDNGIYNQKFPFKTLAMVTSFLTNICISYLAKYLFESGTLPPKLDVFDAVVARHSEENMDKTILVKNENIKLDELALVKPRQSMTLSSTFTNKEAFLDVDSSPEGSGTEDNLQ
# * marks the source's active call; other numbers are inactive results; i = inactive; nt = not tested or not shown; & = joins results of further samples.
molecule | OX1R antag-1 | OX1R antag-2 | CHT allo act
CC1=C(C(=O)Nc2cccc([N+](=O)[O-])c2)C2(CCC(C)CC2)OC1=O (centres undefined) | -17 | 3 | i
CN(C)CCn1c(C(=O)O)cc2ccccc21 | 0 | 9 | i
CCOC(=O)c1cnc(-n2nc(C)cc2C)nc1NCCO | -19 | 14 | i
O=C(CCc1ccccc1)Nc1nc2c(F)cc(F)cc2s1 | -10 | 27 | i
CCc1ccc(C(c2c(C)nn(-c3ccccc3)c2N)c2c(C)nn(-c3ccccc3)c2N)cc1 | -11 | 16 | i
CC1(OC(=O)c2cnc3ccccc3n2)C(=O)C=C2C=C(C3CC3)OC=C2C1=O (centres undefined) | -6 | 18 | i
O=C(O)CC(NC(=O)C12CC3CC(CC(C3)C1)C2)c1ccc(OC2CCCC2)cc1 (centres undefined) | -14 | 5 | i
Cn1c(SCC(=O)NCCc2ccccc2)nnc1C1CCCCC1 | -15 | -5 | i

# Entries of single compounds from above:
# CCc1ccc(C(c2c(C)nn(-c3ccccc3)c2N)c2c(C)nn(-c3ccccc3)c2N)cc1 is listed with OX1R antag-1: -11; OX1R antag-2: 16; CHT allo act: i
# O=C(CCc1ccccc1)Nc1nc2c(F)cc(F)cc2s1 is listed with OX1R antag-1: -10; OX1R antag-2: 27; CHT allo act: i

# (next part)
molecule | OX1R antag-1 | OX1R antag-2 | CHT allo act
CCOC(=O)c1c(C)[nH]c(C)c1S(=O)(=O)N1CCN(c2ccc(F)cc2)CC1 | -15 | 19 | i
O=C(Nc1nncs1)c1ccc(S(=O)(=O)c2ccccc2)cc1 | -5 | 15 | i
COc1cc2sc3ccc(C#CC4(O)CCCCC4)cc3c(=O)c2cc1OC | -31 | 35 | i
CN(C(=O)COc1ccc(Cl)cc1Cl)C1(C)CCS(=O)(=O)C1 (centres undefined) | -7 | 19 | i
O=c1oc2cc(Br)ccc2n1Cc1ccccc1 | -14 | 4 | i
O=C(N/N=C/c1c[nH]c2ccccc12)c1ccc(Cl)cc1 | -10 | 6 | i
O=C(Cc1ccc([N+](=O)[O-])cc1)NCc1cccnc1 | -17 | 4 | i
Cn1c(SCc2cccc(C#N)c2)nc2ccccc2c1=O | -10 | 26 | i
CCn1c(-c2csc3ccccc23)n[nH]c1=S | -7 | 15 | i
NC(=O)CCCSc1nc2ccccc2[nH]1 | -10 | 16 | i
COc1ccc(OC)c(C(=O)c2ccc(C(=O)Nc3ccc(NC(C)=O)cc3)cc2)c1 | -8 | 0 | i
O=C(/C=C/c1ccccc1)c1c[nH]c2ccccc12 | -7 | 20 | i
COc1ccccc1-c1nnc(NC(C)=O)s1 | 1 | 14 | i
O=C(NCCCN1CCCCCC1)c1cc2c(=O)oc3ccccc3c2s1 | -28 | 26 | i
O=C(C1CCN(S(=O)(=O)c2ccc(Br)s2)CC1)N1CCCCC1 | -4 | 19 | i
CCOc1ccccc1-n1cnc2cc(C(=O)NCc3ccco3)ccc21 | -30 | 10 | i
Nc1cc(N)nc(SCC(=O)N2CCCCC2)n1 | -21 | 7 | i
CNNC(=S)Nc1cccc(C(F)(F)F)c1 | 2 | 4 | i
COc1ccc(C(=O)NC(=S)NNC(=O)Cc2cccs2)cc1 | -9 | 6 | i
Cc1cc(C)nc(N/N=C2/CCCC/C2=C\c2ccccc2)n1 | -12 | 41 | i
N#CCCN1CCN(C2=NC(=O)C(=C3CCCCC3)S2)CC1 | -15 | 6 | i
CN(C)S(=O)(=O)c1cccc(C(=O)Nc2ccc(N3CCOCC3)cc2)c1 | 0 | 13 | i
Cc1ccc2c(c1)C(O)(CC(=O)c1ccc(C)s1)C(=O)N2 (centres undefined) | 2 | -4 | i
Cc1csc(=Nc2ccccc2)n1Cc1ccco1 | -15 | 20 | i
O=[N+]([O-])c1ccc(/C=N/N/C(=N/c2ccccn2)c2ccccn2)cc1 | -11 | 43 | i
COc1ccc(/C=N/N(Cc2ccccc2)c2ccccc2)cc1O | -23 | 12 | i
Cc1cc(C)c(NC(=O)CN2CCN(c3ccccn3)CC2)c(C)c1 | -25 | -7 | i
CSC1=NCCN1C(=O)Cc1cccs1 | -20 | 4 | i
CC1CCC2(CC1)C(Nc1cccc(Cl)c1)=NC(=S)N2CC#N (centres undefined) | -41 | 20 | i
Cc1ccc(C(=O)N/C(=C\c2cn(C)c3ccccc23)C(=O)NCCN2CCOCC2)cc1 | -10 | 12 | i
Cc1ccc(C(=O)NNC(=S)NC(=O)COc2ccccc2)cc1 | 1 | 28 | i
CCOc1ccc(/C=N/NC(=O)C2CCCC2)c(OCC)c1 | -7 | 7 | i
CCCN(CC(=O)Nc1ccccc1C)C(=O)c1ccc(-c2ccc(C(C)=O)cc2)o1 | -25 | 23 | i
CCOC(=O)C1=CN(Cc2ccco2)S(=O)(=O)N(C)C1CC (centres undefined) | -29 | 3 | nt
CCSc1nnc(NC(=O)c2cccnc2Cl)s1 | 3 | 10 | i
O=C(c1cc2ccccc2o1)c1nc2c(n1O)CCCCC2 | -17 | 43 | i
COc1ccc(-c2c(C#N)c(N)nc3sc(C(=O)c4ccc(C)cc4)c(N)c23)cc1 | -13 | 2 | i
O=C(N/N=C/c1cccnc1)c1[nH]ncc1Br | 0 | 25 | i
CC(C)NC(=O)CSc1ncccc1-c1nc2ccccc2[nH]1 | -15 | 12 | i
COc1ccc(OC)c(CC(=O)Nc2cc(S(=O)(=O)N3CCCCC3)ccc2C)c1 | -20 | 3 | nt
Cc1nnc(SCCCN2C(=O)c3ccccc3C2=O)o1 | -9 | 30 | i
Cc1nc(NC(=O)CCN2C(=O)C3CC=CCC3C2=O)sc1C (centres undefined) | -18 | 22 | i
COC(=O)Nc1cccn(Cc2c(Cl)cccc2Cl)c1=O | -11 | 14 | i
COc1ccc(N2CCN(C(=O)c3ccc(COc4ccc5c(C)cc(=O)oc5c4)cc3)CC2)cc1 | -21 | 10 | i
CC1CCC2(CC1)NC(=O)N(CC(=O)NCCc1c[nH]c3ccccc13)C2=O (centres undefined) | -22 | 5 | nt
Cc1ccc(OCC(=O)Nc2ccc3c(c2)OC(F)(F)O3)c([N+](=O)[O-])n1 | -8 | 18 | i
CCSc1nc2cc(S(=O)(=O)N3CCOCC3)ccc2o1 | 0 | 0 | nt
CC1CCC(NC(=O)C2CCN(c3c4c(nc5ncnn35)CCC4)CC2)CC1 (centres undefined) | -27 | 19 | i
O=C(Nc1sc2c(c1C(=O)c1ccccc1)CCCC2)c1cccnc1 | -8 | 14 | i
O=C(Nc1ccccc1F)Nc1cc(Cl)ccc1-n1cncn1 | -10 | 5 | i
COc1ccc(Cc2nc3ccc(C(=O)N4CCC[C@H]4CO)cc3o2)cc1 | 0 | 15 | i
CCCn1c(SCC(=O)N2CCN(S(=O)(=O)c3ccc(Cl)cc3)CC2)n[nH]c1=O | -6 | 10 | i
Cc1ccc(/C=C(\NC(=O)c2ccc(C)cc2)c2nc(=S)[nH][nH]2)cc1 | -34 | 2 | i
COc1cccc(N=CC=C2OC(C)(C)C(C)(C)O2)c1 | -8 | 23 | i
CN(CC(=O)Nc1ccc(S(=O)(=O)N2CCCC2)cc1)CC(=O)Nc1ccc(F)c(F)c1F | -28 | 15 | i
O=c1cc(N2CCCCC2)c(-c2ccccc2)nn1Cc1ccc(Cl)cc1Cl | -15 | 40 | i

# Going on with the list:
molecule | OX1R antag-1 | OX1R antag-2 | CHT allo act
O=C(COc1ncnc2ccccc12)NC1CCS(=O)(=O)C1 (centres undefined) | 8 | 15 | i
N#C/C(=C\c1c(N2CCCCCC2)nc2ccccn2c1=O)C(N)=O | -24 | 16 | i
O=[N+]([O-])c1ccc(CN2CCN(c3ncccn3)CC2)cc1 | 6 | 31 | i
Cc1cc(F)ccc1S(=O)(=O)N1CCCCC1CCNC(=O)C(=O)NCCN1CCOCC1 (centres undefined) | 3 | 12 | i
CC(C)[C@H](NC(=O)c1ccccc1F)C(=O)OCC(=O)Nc1sccc1C(N)=O | 5 | 16 | nt
CCCN(CCC)CCNC(=O)CCC(=O)Nc1ccc2nc(N3CCN(C)CC3)cc(C)c2c1 | -8 | 5 | i
CCCCn1c(=O)c(C(C)=O)c(O)c2ccccc21 | -25 | 1 | i
CCOc1ccc(OCCCC(=O)NCCOc2ccccc2OC)cc1 | -13 | 3 | i
Cc1ccc(NC(=O)CN2CCCC2)cc1 | -14 | -3 | i
CCCCn1c(N)c(N(CCOC)C(=O)CCNC(=O)c2ccc(Cl)cc2)c(=O)[nH]c1=O | -19 | -4 | i
Cc1c(Cl)cccc1NC(=S)N1CCN(C(=O)c2ccco2)CC1 | -14 | 9 | i
CC(C)NCC(O)COC1C2CC3CC(C2)CC1C3 (centres undefined) | -13 | 20 | i
CN(CCCC1CCCC1)C(=O)c1cc(COc2ccc(F)c(F)c2)on1 | -22 | 9 | i
COc1ccc(CNC(=O)C(=O)NCC2OCCN2S(=O)(=O)c2ccc(F)cc2)cc1 (centres undefined) | -8 | 10 | i
CCN(CC)S(=O)(=O)c1cc(C(=O)n2cccn2)c(Cl)cc1Cl | 1 | 12 | i
COCCn1nnnc1C(c1cc2cc(OC)ccc2[nH]c1=O)N1CCC(Cc2ccccc2)CC1 (centres undefined) | -11 | 6 | i
Cc1ccc(S(=O)(=O)N2CCSC2=Nc2ccccc2)cc1 | -14 | 5 | i
CC(Oc1ccccc1)C(=O)Nc1ccc(S(=O)(=O)Nc2nccs2)cc1 (centres undefined) | -4 | 15 | i
CCN(Cc1ccc(O)cc1)CC1CCCN(CCc2cccc(F)c2)C1 (centres undefined) | -9 | 5 | i
CCN1CCCC1CNC(=O)C1c2ccccc2C(=O)N(CCOC)C1c1ccc(F)cc1 (centres undefined) | -26 | 5 | i
CC(=O)c1ccc(S(=O)(=O)NC2CC(=O)N(c3ccc4c(c3)OCCO4)C2)cc1 (centres undefined) | -30 | 15 | i
O=C(c1ccncc1)N1CCN(S(=O)(=O)c2ccccc2Br)CC1 | -1 | 3 | nt
C=C(C)C1CCC(C)=C1CC(C)(C)/C=N\n1cnnc1 (centres undefined) | -3 | 2 | i
Cc1ccc(C)c(OCC(=O)Nc2ccc(S(=O)(=O)Nc3onc(C)c3C)cc2)c1 | -17 | 29 | i
Cc1ccc2nc(C)c(C(=O)N/N=C/c3cccc([N+](=O)[O-])c3)cc2c1 | -25 | 31 | i
COC(=O)c1cc2oc(C)cc2n1CC(=O)Nc1cc(C)cc(C)c1 | -17 | 5 | i
CCc1ccc[n+](-c2nc3ccccc3nc2C(=C=[N-])C#N)c1 | -2 | 35 | i
O=C(c1c[nH]c2ccccc12)N1CCOCC1 | 8 | 16 | i
Cc1ccc2c(cnn2C(=O)CCCC(=O)NCc2ccc(F)cc2)c1 | -25 | 0 | i
CCOC(=O)c1c(C)[nH]c(C(=O)C(C)Sc2ccc(Cl)cc2)c1C (centres undefined) | 19 | 19 | i
CC(C)C(=O)Nc1nnc(SCC(=O)NC2CCCC2)s1 | -7 | 7 | i
CN(CCCNC(=O)C1CCN(S(=O)(=O)N2CCC3(CC2)OCCO3)CC1)Cc1ccccc1 | 8 | 8 | i
Cc1cnc(=O)[nH]c1SCc1ccccc1F | -15 | 4 | i
COc1cccc(C(=O)Cn2c(NCCO)nc3ccccc32)c1 | -13 | 30 | i
COc1ccc(-c2onc3ccc(C(=O)/C=C/N(C)C)cc23)cc1 | -1 | -5 | i
COc1ccc(Cc2nc(-c3ccc(-n4cccc4)cc3)no2)cc1OC | -22 | 9 | i
CCN(CC)C(=O)c1cn(CCC#N)nc1-c1ccc2c(c1)OCCO2 | -6 | 12 | i
Cc1cccc(OCC(=O)Nc2ccc3nc(C)sc3c2)c1 | -34 | 18 | i
COc1ccc(COc2ccsc2C(=O)Nc2ccc(Cl)c(Cl)c2)cc1 | -17 | -4 | i
COc1cc(SC)ccc1C(=O)NCCCn1ccnc1 | -17 | 21 | i
CC(C)=CC1C(C(=O)Nc2ccc(S(=O)(=O)N3CCOCC3)cc2)C1(C)C (centres undefined) | -15 | 27 | i
Cc1ccc(O)c([C@H](CCN(C(C)C)C(C)C)c2ccccc2)c1 | -9&-19 | 12&12 | i
CCOCC(=O)Nc1nc(-c2ccccc2)c(CC)s1 | -31 | -4 | i
COC(=O)COc1cccc(NC(=O)c2cccc(C)c2)c1 | 10 | 24 | i
Cc1ccc(CN2C(=O)CSC2c2ccc(F)cc2)cc1 (centres undefined) | -18 | 15 | i
COc1ccc(N(CC(=O)NCc2ccco2)S(=O)(=O)c2c(C)nn(C)c2C)cc1 | -30 | 10 | i
CN(C)CCCN1C(=O)c2oc3ccccc3c(=O)c2C1c1cccs1 (centres undefined) | -17 | 0 | i
CCOc1cccc(CN2CCC(Oc3ccc(C(=O)NCc4ccccn4)cc3)CC2)c1 | -35 | 11 | i
NS(=O)(=O)c1ccc(CCNC(=O)CN2C(=O)NC(c3ccccc3)(c3ccccc3)C2=O)cc1 | -13 | 4 | nt
CN1C(=O)CSc2ccc(NC(=O)NCc3cccnc3)cc21 | 6 | 6 | i
NC(=O)c1ccc[n+]([C@H]2O[C@@H](COP(=O)([O-])OP(=O)(O)OC[C@H]3O[C@@H](n4cnc5c(N)ncnc54)[C@H](O)[C@@H]3O)[C@H](O)[C@@H]2O)c1 | -13 | 9 | i
Cc1nn(-c2ccccc2)c(N2CCCC2)c1/C=N/Nc1ccc(S(=O)(=O)Nc2ccccc2)cc1[N+](=O)[O-] | -11 | 13 | i
COc1cc(/C=N\Nc2ccc([N+](=O)[O-])cn2)ccc1OCC(=O)O | 4 | 18 | i
O=C(NCCO)C1(c2ccccc2)CCCC1 | -6 | 5 | i
CC(=O)C1=C(O)C(=O)N(c2nccs2)C1c1ccc(Br)cc1 (centres undefined) | -11 | 64 | i

# Source: PubChem (several laboratories)
